Screens deposited in PubChem BioAssay by several laboratories.
MEKK2 WT-MEK5 – raises or lowers MEK5 binding to wildtype human MEKK2 PB1 domain; 1.1% of 290,000 active; bead flow cytometry, Alexa488-MEK5 binding to MEKK2 WT; actives lie on both sides; binding response (% of control), % at 10 µM; Q9Y2U5; AID 1531; in the data active means binding response below about 67% or above about 130%
IDE cell inh – inhibits human insulin-degrading enzyme in HEK cells; P14735; FAbetaB cleavage, fluorescence polarization; inhibition, % at 5.59 µM; 0.41% of 320,000 active; AID 434962;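 active means percent inhibition above the average of all tested compounds plus 3 SD, set per screening campaign, cut at about 16% in these data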;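 further: IDE supplied by intact live HEK cells; FP after avidin binding of uncleaved biotin substrate so inhibition keeps polarization high; 0% = DMSO wells and 100% = 60 µM reference IDE inhibitor Ii1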
MEKK2mut PB1 HTS – signal of MEK5 binding to mutant human MEKK2 PB1 domain; bead flow cytometry, Alexa488-MEK5 binding to MEKK2 mutant; percent response, % at 10 µM; 0.35% of 290,000 active; in the data active means percent response above about 24%, passing the limit was not always enough; further: inactives centre near 1; some results filed as inactive read as strong as hits; reference of the scale not given here
PfM18AAP inh – PfM18AAP enzyme inhibition; AID 1822; inhibition, % at 7.35 µM; recombinant PfM18AAP, H-Glu-NHMec fluorogenic cleavage; 1.2% of 290,000 active;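 active means inhibition above the campaign mean inhibition over all tested compounds plus 3 SD, cut at about 28% in these data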;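 further: 0% = plate median of test compound wells and 100% = 2 mM ZnCl2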
IDE cell activ – IDE (human) activation, cell-based. 0.073% of 340,000 active. AID 493087. HEK cells, FAbeta-B cleavage, fluorescence polarization; 0% vehicle, 100% cell-free pure enzyme wells. activation, % at 5.96 µM. P14735;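 active means activation above the mean of all tested compounds plus 3 SD, set per screening campaign, cut at about 17% in these data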
pCIP destab – compounds decreasing mouse p/CIP protein stability; Q05BA5; F442A p/CIP-EGFP cells, EGFP fluorescence, 16 h; 0.01% of 290,000 active; decrease of EGFP signal, % at 10 µM;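 active means EGFP signal decrease of at least 30% at 10 µM or well 3 SD below plate mean, unless failing retest; inactive means the rest, including hits failing retest or dose response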; further: some compounds called inactive have numbers as strong as hits; many of its hits are not listed in these tables
MEKK3 PB1 HTS – raises or lowers MEK5 binding to the human MEKK3 PB1 domain; Q99759; bead-based flow cytometry, Alexa488-MEK5 binding to MEKK3; actives lie on both sides; 0 = blocked by unlabeled MEK5, 100 = vehicle; binding response (% of control), % at 10 µM; 1.4% of 290,000 active; AID 1529;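 active means binding response more than 3 SD above or below the average of its plate-row segment, actives on both sides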;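 further: Alexa488 bead fluorescence after subtracting the streptavidin-only scavenger bead signal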
Target sequence (Q99759 whole entry, looked up, the tested form may be a part): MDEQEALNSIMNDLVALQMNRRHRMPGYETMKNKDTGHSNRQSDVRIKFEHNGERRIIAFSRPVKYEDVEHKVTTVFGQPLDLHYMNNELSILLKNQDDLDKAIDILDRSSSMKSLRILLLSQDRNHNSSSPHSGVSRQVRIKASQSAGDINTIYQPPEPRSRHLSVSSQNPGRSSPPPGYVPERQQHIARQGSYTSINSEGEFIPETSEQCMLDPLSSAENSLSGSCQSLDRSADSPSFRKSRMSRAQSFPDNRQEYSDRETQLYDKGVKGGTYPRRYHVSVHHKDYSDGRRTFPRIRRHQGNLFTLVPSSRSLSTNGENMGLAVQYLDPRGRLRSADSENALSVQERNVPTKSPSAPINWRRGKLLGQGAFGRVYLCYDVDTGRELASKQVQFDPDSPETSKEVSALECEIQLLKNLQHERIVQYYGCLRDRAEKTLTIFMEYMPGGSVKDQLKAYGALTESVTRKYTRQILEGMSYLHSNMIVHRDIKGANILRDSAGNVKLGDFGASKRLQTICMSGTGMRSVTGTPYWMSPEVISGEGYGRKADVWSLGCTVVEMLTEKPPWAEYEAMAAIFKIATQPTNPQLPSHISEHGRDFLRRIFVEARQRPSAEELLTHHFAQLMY
NALP1 inh – NALP1 inhibition; S. cerevisiae NALP1/ASC/caspase-1 growth, X-gal OD620, 72 h; inhibition, % at 10 µM; 0.61% of 280,000 active; in the data active means inhibition mostly above about 24%, no sharp cut-off; inactive means mostly below about 32%; further: some compounds called inactive have numbers as strong as hits
SUMO HTRF inh – SUMOylation inhibition. 0.36% of 290,000 active. HTRF SUMOylation assay, SAE1/SAE2 + UBC9, in vitro. inhibition, % at 35 µM. P63279; in the data active means inhibition above about 50%, passing the limit was not always enough; further: strong numbers were not always called active
Target sequence (P63279 whole entry, looked up): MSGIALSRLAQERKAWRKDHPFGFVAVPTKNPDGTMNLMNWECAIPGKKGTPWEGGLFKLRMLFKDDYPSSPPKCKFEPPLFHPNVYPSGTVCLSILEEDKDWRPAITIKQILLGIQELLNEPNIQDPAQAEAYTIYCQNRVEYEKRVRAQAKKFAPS
* = called active by the depositor; nt = no result given; [ ] = dose if it differs, or a comment. A portion of the library, so the mix of outcomes need not match the whole.

SMILES	MEKK2 WT-MEK5	IDE cell inh	MEKK2mut PB1 HTS	PfM18AAP inh	IDE cell activ	pCIP destab	MEKK3 PB1 HTS	NALP1 inh	SUMO HTRF inh
CC(C)(C)c1cc(C(=O)NNC(=O)c2ccc(Cl)cc2)no1	93	15	-17	-7	4	-1	89	19	9
CC(C1CC1)N(C(=O)c1ccccc1[N+](=O)[O-])c1ccccc1 (stereo unspecified)	103	-1	0	0	4	13	102	-18	-2
O=C(NCc1ccccc1)c1cc(=O)nc2sc(-c3ccccc3)nn12	99	nt	4	-4	-2	-6	105	-10	20
COc1ccc(CN2CCNC(=O)C2CC(=O)NCc2ccc(C)s2)c(OC)c1 (stereo unspecified)	101	3	-2	4	2	1	97	6	-10
C[C@@H]1C(=O)O[C@@H]2[C@H](O)C34[C@H]5C[C@@H](C(C)(C)C)C36[C@H](OC(=O)[C@@H]6O)OC4(C(=O)O5)[C@@]12O (stereo partly specified)	104	1	4	-1	5	2	103	31	10
O=C(NN1C(=O)C2C(C1=O)C1C=CC2C12CC2)c1cccc(Cl)c1 (stereo unspecified)	98	2	-5	0	1	-8	92	0	11
O=C(N=C1c2ccccc2CN1c1cccc(Cl)c1)c1cccnc1	88	-2	-2	8	0	13	56*[inhibitor]	34	-17
C=CCNC(=O)C(C(=O)OCC)C1CCCCC1 (stereo unspecified)	102	-1	6	-5	6	-11	100	4	2
CCOC(=O)CNc1nc(OCC#N)nc(N2CCOCC2)n1	106	-3	5	-1	1	7	104	7	-22
CCOC(=O)C1=C(N)Oc2c(c(=O)[nH]c3ccccc23)C1c1ccccc1 (stereo unspecified)	99	-2	9	-3	3	8	90	14	36
Cc1ccc(C)c(S(=O)(=O)N2CCN(C(=O)c3ccc(C)s3)CC2)c1	104	4	3	1	5	7	104	-56	-9
c1cncc(-c2nc(NCCCn3ccnc3)c3ccccc3n2)c1	109	7	-1	6	-9	0	104	2	2
CCOC(=O)N1CCN(C(=O)c2cc(S(=O)(=O)N3CCCC3)cn2C)CC1	96	8	-2	9	2	-14	95	25	34
Cc1cccc(NC(=O)COn2nnc3ccc(S(C)(=O)=O)cc32)c1	102	3	3	6	0	20	104	-14	2
O=c1c(Cc2ccc(F)cc2)c(O)ccn1C1CCCCC1	111	-1	4	-16	8	-4	108	nt	7
CC1=N/C(=C\c2ccc([N+](=O)[O-])cc2)C(=O)N1c1ccc(Cl)cc1	98	1	5	1	-1	-24	109	-4	20
CCCCCC1CC1C(=O)N/N=C/c1ccc(N(C)C)cc1 (stereo unspecified)	88	-1	-3	3	2	-19	97	17	-11
O=C(C1CCCO1)N1CCC(c2nc3ccccc3[nH]2)CC1 (stereo unspecified)	110	3	8	-7	6	-3	104	3	24
COc1ccc(NC(C)=[N+](C)CCNS(=O)(=O)c2ccc(Cl)cc2)cc1	105	1	4	1	-1	-6	101	0	2
COC(=O)C1CCN(C(=O)c2sc3nc(-c4ccccc4)cn3c2C)CC1	97	-6	-4	-6	-4	-6	99	-7	7

2 entries from above, with values under each structure:
Order of values: MEKK2 WT-MEK5 | IDE cell inh | MEKK2mut PB1 HTS | PfM18AAP inh | IDE cell activ | pCIP destab | MEKK3 PB1 HTS | NALP1 inh | SUMO HTRF inh
- CCCCCC1CC1C(=O)N/N=C/c1ccc(N(C)C)cc1 (stereo unspecified)
    88 | -1 | -3 | 3 | 2 | -19 | 97 | 17 | -11
- O=C(C1CCCO1)N1CCC(c2nc3ccccc3[nH]2)CC1 (stereo unspecified)
    110 | 3 | 8 | -7 | 6 | -3 | 104 | 3 | 24

The main list resumes with the 7 entries that preceded the break.
SMILES	MEKK2 WT-MEK5	IDE cell inh	MEKK2mut PB1 HTS	PfM18AAP inh	IDE cell activ	pCIP destab	MEKK3 PB1 HTS	NALP1 inh	SUMO HTRF inh
Cc1cccc(NC(=O)COn2nnc3ccc(S(C)(=O)=O)cc32)c1	102	3	3	6	0	20	104	-14	2
O=c1c(Cc2ccc(F)cc2)c(O)ccn1C1CCCCC1	111	-1	4	-16	8	-4	108	nt	7
CC1=N/C(=C\c2ccc([N+](=O)[O-])cc2)C(=O)N1c1ccc(Cl)cc1	98	1	5	1	-1	-24	109	-4	20
CCCCCC1CC1C(=O)N/N=C/c1ccc(N(C)C)cc1 (stereo unspecified)	88	-1	-3	3	2	-19	97	17	-11
O=C(C1CCCO1)N1CCC(c2nc3ccccc3[nH]2)CC1 (stereo unspecified)	110	3	8	-7	6	-3	104	3	24
COc1ccc(NC(C)=[N+](C)CCNS(=O)(=O)c2ccc(Cl)cc2)cc1	105	1	4	1	-1	-6	101	0	2
COC(=O)C1CCN(C(=O)c2sc3nc(-c4ccccc4)cn3c2C)CC1	97	-6	-4	-6	-4	-6	99	-7	7
COc1ccc(Cl)cc1C(=O)NNC(=S)NC(=O)c1ccc(F)c(F)c1	91	5	-8	2	2	6	89	4	-9
COc1ccccc1CNC(=O)C12CC3CC(CC(C3)C1)C2	100	5	-1	21	5	5	99	-4	-9
CC(C)Oc1ccc(C(=O)CCN2CCCCC2)cc1	98	9	-5	-9	-1	-4	96	26	28
CCSc1nnc(NC(=O)CSc2nnc(CNC(=O)c3ccccc3F)o2)s1	92	4	-2	19	-2	-16	92	-10	12
O=S(=O)(NCc1ccccc1Cl)c1ccc(-n2cccn2)cc1	99	3	-2	-1	8	-1	99	-12	-13
CCOC(=O)c1cccc(NC(=O)Nc2ccc3c(c2)C(=O)OC3)c1	97	-1	-4	2	nt	-6	98	nt	17
COc1ccc(C(=O)NC(=S)Nc2ccc(NC(=O)c3ccco3)cc2)cc1[N+](=O)[O-]	97	3	0	-5	1	-3	102	28	23
Cc1cc(C(=O)CN2C(=O)NC3(CCCc4ccccc43)C2=O)c(C)n1Cc1cccs1 (stereo unspecified)	95	-1	5	1	1	1	103	12	-5
CCCOc1ccc(-c2nnc(-c3ccco3)o2)cc1	127	-5	23	-9	2	-4	122	-20	12
O=C(/C=C/c1ccccc1Cl)Nn1cnc2ccccc2c1=O	98	0	-2	0	4	6	103	8	-7
COc1ccc(NC(=S)N2CCCC(c3nc4ccc(C)cc4[nH]3)C2)cc1 (stereo unspecified)	100	2	-2	6	0	0	97	-4	-13
Cc1cc(/C=C(\C#N)C(=O)O)c(C)n1CC(C)C	91	1	3	4	3	-3	106	29	-7
CSCC[C@H](NC(=O)c1ccco1)c1nnc2ccccn12	102	3	-1	-10	0	5	99	20	14
NS(=O)(=O)c1ccc(NC(=O)CCC(=O)N2CCOCC2)cc1	104	-1	4	0	3	4	97	8	-4
O=C(NC1CCCCCC1)c1cccs1	94	-1	-10	4	-9	-18	95	7	36
CCOc1ccc2[nH]c(=O)c(CN(CCO)C(=O)c3ccc(Br)cc3)cc2c1	99	6	2	0	2	3	98	13	-10
O=C(COc1ccc(S(=O)(=O)N2CCCCC2)cc1)NCc1cccnc1	103	1	0	-4	0	-11	104	4	-6
COc1cccc(NC(=O)c2nc(S(C)(=O)=O)ncc2Cl)c1	106	0	4	-82	3	-7	103	15	-13
COc1ccc(S(=O)(=O)N(C)CC(=O)NC2CCCC2)cc1Cl	106	1	6	2	5	0	103	13	12
CCC(=O)N1CCc2cc(S(=O)(=O)CCC(=O)N3CCc4ccccc4C3)ccc21	106	-3	7	-1	3	-12	102	30	3
CC(=O)NC(NC(=S)Nc1ccccc1Br)C(Cl)(Cl)Cl (stereo unspecified)	92	1	-7	-4	3	4	95	-20	-3
COc1ccc(S(=O)(=O)N(C)C)cc1NC(=O)CN1C(=O)NC2(CCCC2)C1=O	92	2	-9	-7	1	1	94	14	-2
COCCNc1cc(N)c([N+](=O)[O-])cc1[N+](=O)[O-]	111	0	0	4	8	-5	107	23	2
CCN(CC)S(=O)(=O)c1cccc(NC(=O)COC(=O)c2cc(=O)c3ccccc3o2)c1	70	6	-19	0	2	3	69	11	1
Cn1ccc(C(=O)Nc2sc3c(c2C#N)CCC3)n1	101	9	1	8	5	12	99	-37	nt
Cc1ccc(NC(=O)Nc2ccccc2C(=O)NCc2ccccc2)cc1	101	0	1	3	-2	-3	103	6	-3
Cc1ccccc1C(=O)Nc1nnc(SCC(=O)NCc2ccco2)s1	102	-1	2	-4	4	-22	102	7	11
COCCn1c(=NC(=O)/C=C/c2cccs2)sc2cc(NC(C)=O)ccc21	108	4	6	2	1	6	98	35	41
O=C(COC(=O)c1cc(Cl)ccc1O)NCCNC(=O)COC(=O)c1cc(Cl)ccc1O	97	1	-3	-18	5	-11	98	7	40
CC(C)CCN(CCC(C)C)CC(O)Cn1c2ccccc2c(=O)c2ccccc21 (stereo unspecified)	127	0	30	-1	6	0	99	20	7
O=C(NNC(=O)c1ccccc1F)C1=NN(c2ccccc2)C(=O)CC1	93	4	-11	-4	3	-2	96	-1	3
CCOC(=O)C1CCN(C(=O)COC(=O)CSc2ccc(C(N)=O)cc2[N+](=O)[O-])CC1	101	1	3	7	6	-2	96	2	-8
Cc1[nH]n(-c2ccccc2)c(=O)c1C(C[N+](=O)[O-])c1ccccc1Cl (stereo unspecified)	104	-1	9	17	-3	5	107	22	22
O=C(Nc1ccccc1)C1CC(O)CN1S(=O)(=O)c1ccc([N+](=O)[O-])cc1 (stereo unspecified)	102	6	3	4	6	-19	102	14	10
Cc1cccc2nc3ccccc3nc12	91	3	-3	4	1	2	102	-6	12
CCc1ccc2oc(=O)cc(CN3CCN(c4ccc(F)cc4)CC3)c2c1	96	-3	-2	0	1	-14	99	14	-3
CCCN1CCC(NC(=S)Nc2cccc(Cl)c2Cl)CC1	97	5	-4	-2	-1	-7	94	-1	-3
Cc1ccc(C(=O)NC(NCC2CCCO2)C(Cl)(Cl)Cl)cc1 (stereo unspecified)	103	-1	6	0	1	-2	97	34	-8

Given bar-delimited: entries from further up.
SMILES | MEKK2 WT-MEK5 | IDE cell inh | MEKK2mut PB1 HTS | PfM18AAP inh | IDE cell activ | pCIP destab | MEKK3 PB1 HTS | NALP1 inh | SUMO HTRF inh
Cc1ccccc1C(=O)Nc1nnc(SCC(=O)NCc2ccco2)s1 | 102 | -1 | 2 | -4 | 4 | -22 | 102 | 7 | 11
COCCn1c(=NC(=O)/C=C/c2cccs2)sc2cc(NC(C)=O)ccc21 | 108 | 4 | 6 | 2 | 1 | 6 | 98 | 35 | 41
O=C(COC(=O)c1cc(Cl)ccc1O)NCCNC(=O)COC(=O)c1cc(Cl)ccc1O | 97 | 1 | -3 | -18 | 5 | -11 | 98 | 7 | 40
